Bioassay records: PubChem BioAssay, The Scripps Research Institute Molecular Screening Center
CHO parental Ca: counter-screen for OX1R antagonists: effect in parental CHO cells; parental CHO-K1, ATP-induced calcium, Fluo-8 fluorescence; inhibition, % at 5.6 µM; 0.63% of 330,000 active; AID 463079;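 active = inhibition above that plate's mean sample inhibition plus 3 SD, cut at about 26% in these data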;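 note: 0% = ATP-challenged DMSO wells and 100% = DMSO wells without ATP; some compounds past the cut are filed as inactive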
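Material: Parental CHO cells | Reagent: ATP | Compound dosing: Single nominal dose of 5.6 µM per compound | Detection: Intracellular calcium via Fluo-8 no-wash fluorescent dye | Read-out: % inhibition of ATP-induced calcium mobilization | Benchmarks: Low control ATP plus DMSO, high control DMSO only | Replicates: Singlicate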
CHO-K1 Ca ag: counter-screen for M1 agonists: effect in parental CHO-K1 cells. Fluo-8 calcium fluorescence; scaled to maximal ATP response, vehicle zero. activation, % at 3 µM. 0.48% of 360,000 active. AID 602248; in the data active = activation above about 15%;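 note: untransfected CHO-K1 host cells lacking M1 receptor as counterscreen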
CHO-K1 Ca antag: counter-screen for M1 antagonists: effect in parental CHO-K1 cells | inhibition, % at 3 µM | 0.6% of 360,000 active | ATP-induced calcium, Fluo-8 fluorescence;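 active = inhibition above a per-plate cutoff, the plate's mean sample inhibition plus 3 SD, cut at about 24% in these data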;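 note: 0% = DMSO plus EC80 ATP and 100% = DMSO alone without ATP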
OXTR potentiator: human OXTR potentiation. CHO-OTR cells, Fluo-8 calcium fluorescence, potentiator mode; 0% = oxytocin EC15, 100% = EC100. activation, % at 3 µM. 0.061% of 320,000 active. P30559;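 active = activation above that plate's cutoff, the mean activation of tested compounds plus 3 SD, cut at about 6.6% in these data, passing the limit was not always enough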;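 note: 100% uses oxytocin at 75 nM as the full agonist control; some results filed as inactive read as strong as hits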
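Dosing: Single dose, 3.0 µM nominal final compound concentration | Material: Human OTR in CHO cells | Technique: Kinetic Fluo-8 calcium fluorescence | Benchmarks: EC15 oxytocin alone as 0%, 75 nM oxytocin as 100% | Probe or stimulus: Oxytocin at about EC15, sub-maximal agonist stimulus | Incubation: Compound 6 min at room temperature before oxytocin, 100 s read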
CHRM1 agonist: agonists of human M1 muscarinic receptor. 0.33% of 360,000 active. CHO-K1 hM1, Fluo-8 calcium fluorescence, agonist mode; 0% DMSO, 100% acetylcholine EC100. activation, % at 3 µM;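 active = activation above the run's mean compound activation plus 3 SD, cut at about 16% in these data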;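 note: peak over basal fluorescence ratio within a 140 s kinetic read after compound addition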
Target sequence (P11229 whole entry, looked up): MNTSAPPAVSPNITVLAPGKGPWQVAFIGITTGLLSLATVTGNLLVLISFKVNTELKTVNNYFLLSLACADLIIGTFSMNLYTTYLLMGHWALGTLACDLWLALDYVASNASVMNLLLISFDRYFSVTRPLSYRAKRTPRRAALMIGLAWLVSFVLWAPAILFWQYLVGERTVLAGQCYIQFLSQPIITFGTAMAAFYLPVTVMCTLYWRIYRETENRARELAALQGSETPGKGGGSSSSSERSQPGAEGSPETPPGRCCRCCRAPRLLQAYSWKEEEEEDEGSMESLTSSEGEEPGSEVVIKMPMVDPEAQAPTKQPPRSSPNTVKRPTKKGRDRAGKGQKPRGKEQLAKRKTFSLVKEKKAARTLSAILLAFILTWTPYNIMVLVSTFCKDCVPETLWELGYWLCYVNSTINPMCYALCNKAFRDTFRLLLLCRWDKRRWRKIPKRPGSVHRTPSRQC
V1aR counter: V1a receptor agonism, counter-screen for OXTR agonists; P37288; CHO-V1R cells, Fluo-8 calcium fluorescence, agonist mode; 0% DMSO, 100% 3 nM vasopressin; activation, % at 3 µM; 0.25% of 320,000 active;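 active = activation above the mean activation of all tested compounds plus 3 SD, per screening run, cut at about 20% in these data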;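 note: signal is peak over basal fluorescence ratio across a 100 second FLIPR read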
TAAR1 agonist: human TAAR1 agonism; Q96RJ0; CHO RD-HGA16 TAAR1, Fluo-8 calcium fluorescence; vehicle wells 0%, saturating PEA agonist 100%; activation, % at 3 µM; 0.99% of 360,000 active; AID 624467;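 active = activation above the mean activation of all test compounds in the run plus 3 SD, cut at about 38% in these data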
Target sequence (Q96RJ0 whole entry, looked up): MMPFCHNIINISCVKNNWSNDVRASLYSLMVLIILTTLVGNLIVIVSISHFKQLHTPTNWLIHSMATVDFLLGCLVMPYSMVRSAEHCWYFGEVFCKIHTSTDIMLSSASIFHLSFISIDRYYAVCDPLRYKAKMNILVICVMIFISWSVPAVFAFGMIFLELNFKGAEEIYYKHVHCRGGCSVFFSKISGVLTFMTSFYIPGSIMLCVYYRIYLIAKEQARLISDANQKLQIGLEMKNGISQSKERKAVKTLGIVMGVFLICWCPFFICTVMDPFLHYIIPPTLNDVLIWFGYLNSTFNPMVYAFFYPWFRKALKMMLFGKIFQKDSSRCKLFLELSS
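Test system: RD-HGA16 (CHO) cells co-expressing Gα16 and hTAAR1; dosing: one-point dosing at 3 µM (nominal); timing: 17-24 h seeding, 75 min 37 °C dye, 30 min RT; signal: kinetic Fluo-8 calcium fluorescence; read-out basis: % activation relative to PEA EC100 response; controls: DMSO and PEA EC100; replicates: n 1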
TAAR1 antagonist: human TAAR1 antagonism | CHO RD-HGA16 TAAR1, Fluo-8 calcium fluorescence, antagonist | inhibition, % at 3 µM | AID 624466 | Q96RJ0 | 1.5% of 360,000 active;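 active = inhibition above a per-plate cutoff, the mean inhibition of test compounds on that plate plus 3 SD, cut at about 49% in these data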;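 note: 0% = DMSO plus EC80 beta-PEA response and 100% = DMSO alone without agonist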
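System: RD-HGA16 CHO cells with stable hTAAR1 and Gα16 | Probe or stimulus: EC80 β-phenethylamine stimulus | Dosing: 3 µM, single point | Times: Dye loading 75 min at 37 °C, then 30 min room temperature | Measured by: Fluo-8 calcium-sensitive fluorescence | Read-out basis: % inhibition of agonist calcium response | Replicates: n of 1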
M1 PAM parental: M1 PAM counterscreen hit in parental CHO-K1 cells | AID 602247 | ATP EC20, Fluo-8 calcium fluorescence; 0% at ATP EC20, 100% at ATP max | 0.02% of 360,000 active | activation, % at 3 µM;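 active = activation above the run cutoff, the mean activation of all test compounds plus 3 SD, cut at about 40% in these data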;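 note: peak over basal fluorescence ratio in a 140 s read after ATP addition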
Active calls of the source: *; · = no result given.

SMILES | CHO parental Ca | CHO-K1 Ca ag | CHO-K1 Ca antag | OXTR potentiator | CHRM1 agonist | V1aR counter | TAAR1 agonist | TAAR1 antagonist | M1 PAM parental
Nc1c(C(=O)OCC2CCCO2)c2nc3ccccc3nc2n1-c1ccc2c(c1)OCCO2 (centres undefined) | -19 | · | · | -13 | · | 0.9 | 8 | 52* | ·
Cc1cc(=O)[nH]c(-c2cccnc2)n1 | -8 | -0.4 | 10 | -1 | -3 | 2.2 | 4 | -6 | -8
Cc1cc(C)cc(NC(=S)NC2CC3CCCC(C2)N3C2CCCC2)c1 (centres undefined) | -21 | -0.6 | -18 | -11 | -7 | 0.0 | 3 | 9 | 18
O=C(c1cccn2c(=O)c3cc(Cl)ccc3nc12)N1CCN(Cc2ccc3c(c2)OCO3)CC1 | -16 | 1.0 | -6 | 4 | -6 | 0.5 | 2 | 20 | 14
CCOCCc1nnc(NC(=O)C2CC(=O)N(c3ccc(OCC)cc3)C2)s1 (centres undefined) | -8 | 0.1 | -12 | -5 | -4 | 2.1 | 3 | -18 | 6
COC(=O)c1c(NC(=O)c2ccn(C)n2)sc2c1CCC2 | -10 | 0.1 | -14 | -8 | -2 | 0.0 | -1 | -2 | 16
CCOC(=O)c1c(C)c(C(=O)NCc2ccccn2)c(C)n1C | -11 | -0.2 | -32 | -3 | 2 | 0.2 | 3 | 4 | 15
O=S1(=O)C[C@@H](N2CCN(CC3CC3)CC2)[C@H](COCc2ccccc2)N1 | · | 0.9 | 7 | · | -1 | · | 4 | -14 | 14
Cc1ccc(S(=O)(=O)N2CCCCC2C(=O)O)s1 (centres undefined) | 8 | -0.2 | 8 | -1 | -3 | 0.2 | 4 | -20 | -5
COc1ccc(NS(=O)(=O)c2cc([N+](=O)[O-])ccc2NN=Cc2ccccc2OCC(=O)O)cc1 | -10 | 1.0 | -10 | 0 | -1 | 0.9 | 2 | -18 | -6
NC(=O)CC(NC(=O)c1ccccc1)c1ccc(N2CCCCCCC2)c([N+](=O)[O-])c1 (centres undefined) | -9 | 1.2 | -14 | -9 | -3 | 0.4 | 18 | -5 | 15
CC(C)(C)OC(=O)NCc1ccc(NC(=O)c2nc[nH]c2C(=O)Nc2cc(Br)ccc2F)cc1 | · | 0.6 | 8 | · | -2 | · | 1 | -1 | 13
CCCOc1ccccc1N/C(=N/c1nc(C)cc(C)n1)NC(=O)COc1ccc(OC)cc1 | -22 | 0.3 | -2 | -12 | -4 | 0.3 | 10 | -10 | 10
N#C/C(=C\c1ccco1)Sc1nc2ccccc2s1 | -17 | 0.0 | 7 | -3 | -7 | -1.0 | 12 | -11 | -1
Cc1ccc(C)c(S(=O)(=O)N/N=C/c2cccnc2)c1 | 1 | -0.2 | 10 | -1 | -6 | 0.5 | 1 | 13 | -11
Cc1cc(C)n(-c2nnc(NCc3ccc(Cl)cc3)nn2)n1 | -21 | 2.9 | 5 | -15 | -7 | 4.2 | 11 | 11 | 28
COc1cccc(C(=O)Nc2cccc(-c3nc4ncccc4o3)c2C)c1 | -10 | 3.3 | 3 | -14 | -1 | 0.2 | 9 | 11 | 16
C=C1CCN([C@@H](C)C(=O)NCc2cc(OC)c(OC)c(OC)c2)S(=O)(=O)c2ccccc21 | -17 | -0.1 | -1 | 0 | 0 | -0.2 | 7 | -3 | -12
COc1ccc(-c2cc(NC(=O)c3cncn3-c3ccccc3)ccc2OC)cc1 | -15 | 1.0 | 2 | -11 | -3 | 0.2 | -1 | -8 | -7
O=c1cc(O)n(-c2ccccc2)c(=S)[nH]1 | 8 | -0.2 | -4 | -8 | -3 | 0.7 | 6 | 3 | 7

Whole records, quoted from the list.
O=S1(=O)C[C@@H](N2CCN(CC3CC3)CC2)[C@H](COCc2ccccc2)N1 is listed with CHO parental Ca = ·; CHO-K1 Ca ag = 0.9; CHO-K1 Ca antag = 7; OXTR potentiator = ·; CHRM1 agonist = -1; V1aR counter = ·; TAAR1 agonist = 4; TAAR1 antagonist = -14; M1 PAM parental = 14
CCCOc1ccccc1N/C(=N/c1nc(C)cc(C)n1)NC(=O)COc1ccc(OC)cc1 is listed with CHO parental Ca = -22; CHO-K1 Ca ag = 0.3; CHO-K1 Ca antag = -2; OXTR potentiator = -12; CHRM1 agonist = -4; V1aR counter = 0.3; TAAR1 agonist = 10; TAAR1 antagonist = -10; M1 PAM parental = 10

The listing continues:
SMILES | CHO parental Ca | CHO-K1 Ca ag | CHO-K1 Ca antag | OXTR potentiator | CHRM1 agonist | V1aR counter | TAAR1 agonist | TAAR1 antagonist | M1 PAM parental
COc1ccc(/C=C/C(=O)Nc2ccc(C(C)=O)cc2)cc1S(=O)(=O)N1CCOCC1 | · | 0.5 | -15 | · | 0 | · | 3 | -3 | 16
CC1CCN(C(=O)Cn2cc([N+](=O)[O-])ccc2=O)c2ccccc2S1 (centres undefined) | -8 | -0.3 | -4 | -1 | 4 | 0.0 | 0 | 15 | -15
O=C(Nc1ccc(Br)cc1)C1CCC(=O)N1Cc1ccccc1Cl (centres undefined) | -6 | 1.9 | 2 | -11 | 2 | 4.5 | 1 | 11 | 17
O=C(c1ccc(S(=O)(=O)N2CCCCC2)cc1)N1CCc2ccccc2C1 | -15 | 3.4 | -12 | -13 | -4 | 2.3 | 4 | -14 | -9
CCCCCn1c(CN2CCN(c3cccc(Cl)c3)CC2)nc2c1c(=O)[nH]c(=O)n2C | -35 | 0.5 | -25 | -10 | -7 | -1.0 | 9 | -1 | 23
O=C(C=Cc1ccccc1Cl)c1ccccc1 | · | -0.4 | -17 | · | -5 | · | 2 | -13 | 6
COCCNC(=S)Nc1cc2oc3ccccc3c2cc1OC | · | 1.5 | 18 | · | -4 | · | 3 | -3 | -16
CN1CCN(c2nc(C(N)=O)cc(-c3ccccc3)n2)CC1 | 3 | 0.5 | -17 | 2 | 3 | 1.1 | 0 | 2 | 19
O=C(CSc1ccc2ccccc2c1)NC1CCCc2ccccc21 (centres undefined) | -16 | 0.0 | -1 | -7 | -11 | 7.7 | 7 | -5 | 9
CCCC(C)C(=O)Nc1cc([N+](=O)[O-])ccc1F (centres undefined) | -7 | -0.1 | 0 | -2 | -3 | -0.6 | 0 | -6 | -1
COCCn1c(N)c(Sc2ccc(C)cc2)c(=O)[nH]c1=O | -3 | 0.9 | -11 | -1 | -4 | -0.2 | 3 | -14 | 18
COc1cc([N+](=O)[O-])ccc1NC(=O)COC(=O)CCOc1ccc(C)cc1 | 8 | 0.3 | -5 | -1 | -8 | -0.1 | -2 | 14 | 6
CCOC(=O)[C@]12CCCC=C1N(Cc1ccco1)C(=O)[C@H](CC(=O)NCCC(C)C)C2 | · | -0.4 | -15 | · | · | · | -1 | 26 | 16
COc1ccccc1CC(=O)c1ccccc1OC | · | -0.4 | -9 | · | -3 | · | 1 | 16 | -15
CCCCN1C(=O)CC2CCOC21C (centres undefined) | · | 0.5 | -9 | · | -4 | · | 1 | -7 | 14
CC1(C)C(=O)C2(CCCCC2)C(=O)OC1C(=O)c1ccccc1 (centres undefined) | -20 | 0.1 | -6 | -6 | -7 | -2.0 | 2 | -1 | 10
COc1ccc(/C=C(\NC(=O)c2ccco2)C(=O)N2CCOCC2)cc1 | 9 | 1.0 | -15 | -9 | -3 | -0.1 | 0 | -5 | 22
CCOC(=O)c1[nH]c2ccc(OC)cc2c1N=CN(C)C | 5 | 1.4 | -6 | -12 | -1 | 2.0 | 8 | -9 | 21
COC(=O)c1c(NC(=O)C(C)C)sc(C(=O)N2CCOCC2)c1C | -9 | -0.1 | 13 | -2 | -4 | -0.3 | 4 | 7 | -7
COCC(=O)NC1CCN(S(=O)(=O)c2ccc(C(=O)O)cc2)CC1 | 1 | 0.5 | -9 | 2 | -4 | -0.4 | 11 | 19 | 8
O=C(c1ccccc1)c1nccc2ccccc12 | -11 | 0.1 | -13 | 0 | -8 | 1.0 | 2 | -6 | 18
O=C(NNC(=O)c1cc(-c2ccccc2)n(-c2ccccc2)n1)c1cccc([N+](=O)[O-])c1 | -2 | 0.5 | -11 | 3 | -14 | -0.3 | 2 | 4 | 15
CCC1=C(NCc2ccccc2)COC1=O | · | 1.6 | -12 | · | -4 | · | 2 | -9 | 15
COCCOC(=O)CC1=NC(=O)CS1 | 6 | 0.8 | -15 | -10 | 5 | 0.8 | 11 | -6 | 25
CCOC(=O)N1CCC(n2c(SCC(=O)NCc3ccccc3)nc3ccccc3c2=O)CC1 | -11 | 0.7 | -5 | -2 | -1 | -0.8 | 15 | 31 | 16
CCOC(=O)C(=CNc1cc(C)nn1-c1ccc(Cl)cc1)C(=O)OCC | -1 | 0.0 | 15 | -11 | -3 | -1.5 | 13 | -39 | -1
Cc1ccc(NC(=O)COC(=O)C2CC3C=CC2C3)cc1S(=O)(=O)N1CCCCC1 (centres undefined) | -16 | 12 | 13 | -13 | -3 | 6.4 | 9 | 36 | -5
Cn1c(-c2ccc(Cl)cc2)cnc1N | -4 | -0.6 | 15 | -4 | -6 | 0.6 | 5 | 3 | -6
COc1ccc(NC(=S)NCCc2c[nH]c3ccccc23)c(OC)c1 | -10 | 0.8 | -10 | -13 | -9 | 3.2 | 5 | -4 | 7
CSCC[C@H](NC(=O)CCCn1nnc2ccccc2c1=O)C(=O)O | -5 | 0.7 | -14 | 5 | 1 | 0.9 | 1 | -23 | 17
COc1ccc2oc(=N)c(C(=O)Nc3ccccc3)cc2c1 | 10 | 0.7 | -17 | -15 | -3 | 0.9 | 0 | 5 | 20
Cc1nn(C)c(C(=O)N2CCOCC2)c1Cl | -9 | -0.2 | 1 | -3 | -5 | 0.2 | 3 | -1 | 14
COC(=O)c1nnn(CC(=O)Nc2cc(Cl)ccc2C)c1C(=O)OC | -8 | 1.9 | -11 | 3 | 2 | 2.0 | 4 | 5 | 14
Nc1nc(C(=O)N2CCOCC2)nn1S(=O)(=O)c1ccccc1 | -4 | 0.2 | 2 | -4 | -2 | -0.1 | 0 | 4 | -2
COc1cccc(S(=O)(=O)Nc2ccc3c(c2)[C@@H]2C[C@H](CC(=O)NCCc4ccccc4)O[C@H](CO)[C@@H]2O3)c1 | · | 0.0 | -18 | · | -5 | · | 10 | -22 | 13
CC(C)c1ccc(C(=O)CSc2n[nH]c(-c3ccncc3)n2)cc1 | -24 | 9.7 | 0 | -19 | 2 | 7.2 | 7 | 9 | 3
COc1ccc(CNC(=O)c2cc(-c3ccc(OC)c(OC)c3)on2)cc1 | 9 | 0.5 | -23 | -2 | -3 | 0.3 | 4 | 5 | -1
